CSM14.1 death rescue: protection against thapsigargin-triggered cell killing – 384-well, CSM14.1, ATP luminescence, primary screen (AID 1222); one-dose cellular ATP content (survival), % at 20 µM; EC50 in µM for titrated hits; 190,000 tested, under 10 active; CSM14.1 thapsigargin-induced death rescue, ATP luminescence; higher % means a stronger effect;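 active = EC50 below 50 µM in the dose-response confirmation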;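 note: death triggered by thapsigargin at about 15 µM added after 2 h compound pretreatment; cell ATP read after overnight thapsigargin exposure of roughly 18 to 22 hours; normalized against plate controls of thapsigargin alone and 5% DMSO vehicle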
Salmonella PhoP GFP: PhoP-dependent GFP reporter repression – Salmonella Typhimurium, primary screen (AID 1863) | S. Typhimurium PhoP-regulated promoter GFP reporter, 4 h; higher % means a stronger effect | inhibition, % at 50 µM; hits with a dose series show IC50 in µM | 300,000 compounds, 0.16% hits;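 active = inhibition over 29.93%, a cutoff 3 SD above the screen mean, later confirmed by dose response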;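 note: 0% = low Mg2+ inducing control and 100% = high Mg2+ repressing control; strong numbers were not always called active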
SV40 large T antigen: TAg ATPase/helicase activity blockers – biochemical (AID 1903); inhibition, % at 20 µM, or IC50 in µM where a hit was titrated; 310,000 compounds, 0.39% hits; SV40 large T antigen ATPase/helicase inhibition assay; higher % means a stronger effect; in the data active = a potency from the dose series; note: strong numbers were not always called active
RSV CPE inhibition: RSV antiviral activity via CPE protection, HEp-2 cells, primary 10 µM value included (AID 2391). 310,000 compounds, 0.13% hits. HEp-2 cells, RSV-induced CPE inhibition; higher % means a stronger effect. one-dose CPE inhibition, % at 10 µM; IC50 in µM for titrated hits; in the data active = a potency from the dose series; note: strong numbers were not always called active
PMI inhibition: MPI inhibition at elevated mannose 6-phosphate – biochemical, fluorescence intensity, high mannose 6-phosphate, primary screen (AID 1220). recombinant PMI enzyme, coupled fluorescence intensity; higher % means a stronger effect. inhibition, % at 20 µM; hits with a dose series show IC50 in µM. 190,000 compounds, 0.66% hits
West Nile antiviral: West Nile virus antiviral activity, cell-based, CPE readout (AID 1621). West Nile virus-infected cells, CPE inhibition; higher % means a stronger effect. CPE inhibition, % at 10 µM, or IC50 in µM where a hit was titrated. 290,000 compounds, 0.02% hits; in the data active = a potency from the dose series; note: strong numbers were not always called active
Ins promoter up: MIN6 insulin promoter up-regulation; z-score at 5 µM; 190,000 compounds, 0.3% hits; MIN6 insulin promoter-GFP reporter, high-content imaging; stronger effect = higher value;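 active = z-score above 3 at 5 µM with at least 500 cells counted in the well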
TNAP activators: stimulation of alkaline phosphatase TNAP activity – biochemical, luminescent, no phosphate acceptor, uHTS, primary screen (AID 1001). purified TNAP, luminescent activation assay, no phosphate acceptor; higher activation fold means a stronger effect. activation fold at 20 µM, or EC50 in µM where a hit was titrated. 200,000 compounds, 0.03% hits; in the data active = activation fold from about 3, or a potency from the dose series; inactive = the rest, 99 in 100 with activation fold below about 1.6; note: many of its hits are not listed in these tables
human PMI inhibition: inhibitors of human PMI, primary screen, biochemical, fluorescence intensity, coupled assay (AID 1209); purified PMI enzyme, coupled fluorescence intensity; higher % means a stronger effect; 190,000 compounds, 0.42% hits; inhibition, % at 20 µM; hits with a dose series show IC50 in µM;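 note: plate controls were DMSO vehicle for no effect and wells lacking substrate for full effect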
Ins promoter up cell count: further read-out of Ins promoter up, marked with its call; cell count; measured here: cytotoxicity, nuclei count;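 total cells summed across four imaged fields per well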
The depositor's hits bear a star. Cut-off read from the data, not from the text of the source, unless noted: active = inhibition above about 50%; inactive = the rest.

For Nc1nnnn1/N=C/c1ccccc1 the results were Salmonella PhoP GFP 0.7%, SV40 large T antigen 5.4%, RSV CPE inhibition 2.5% and West Nile antiviral -0.3%.
Cc1cc(C)nc(N/N=C/c2ccncc2)n1 was read as Salmonella PhoP GFP -2.5%, SV40 large T antigen 4.1%, RSV CPE inhibition -0.3% and West Nile antiviral 0.3%.
COc1ccc(NC(=O)CN2CCCCC2)cc1 was read as Salmonella PhoP GFP 9.2%, SV40 large T antigen 0.2%, RSV CPE inhibition 0.0%, PMI inhibition 1.1%, West Nile antiviral -0.3%, TNAP activators 1.1 and human PMI inhibition 9.3%.
`CC1CCCCN1CCNC(=O)Cn1nc(-c2ccccc2)ccc1=O` (stereo not given) gave CSM14.1 death rescue -2.0%, Salmonella PhoP GFP 11.1%, SV40 large T antigen -11.1%, RSV CPE inhibition -0.1%, PMI inhibition -4.4%, West Nile antiviral 0.3%, Ins promoter up 0.27, TNAP activators 1, human PMI inhibition -3.7% and Ins promoter up cell count 1201.
Screening O=C(C1=C[C@@H](c2csc3ccccc23)C[C@@H](OCc2ccc(CO)cc2)O1)N1CCN(Cc2ccccc2)CC1 returned CSM14.1 death rescue 0.9%, Salmonella PhoP GFP -9.4%, SV40 large T antigen 15.7%, RSV CPE inhibition 19.9%, PMI inhibition 16.6%, West Nile antiviral -1.1%, Ins promoter up -1.01, TNAP activators 1, human PMI inhibition 11.7% and Ins promoter up cell count 1192.
For CCOC(=O)c1c(C)n(CC(COC(C)=O)OC(C)=O)c2ccc(OC(C)=O)cc12 (stereo not given) the results were CSM14.1 death rescue -1.0%, Salmonella PhoP GFP 8.9%, SV40 large T antigen 15.3%, RSV CPE inhibition 1.6%, PMI inhibition -1.6%, West Nile antiviral 0.0%, Ins promoter up 0.23, TNAP activators 1.1, human PMI inhibition -0.5% and Ins promoter up cell count 964.
COc1ccc(C(=O)NC(Cc2c[nH]c3ccccc23)C(=O)O)cc1 (stereo not given) was read as Salmonella PhoP GFP -1.9%, SV40 large T antigen 2.5%, RSV CPE inhibition 1.2% and West Nile antiviral -0.3%.
Screening Cc1ccc(S(=O)(=O)N2CCN(C(=O)C(F)(F)F)C2c2ccc(N(C)C)cc2)cc1 (stereo not given) returned Salmonella PhoP GFP -1.7%, SV40 large T antigen 3.8%, RSV CPE inhibition 0.8% and West Nile antiviral -0.9%.
For Clc1ccc(CN2C3=NCCCN3c3ccccc32)cc1 the results were CSM14.1 death rescue -6.1%, Salmonella PhoP GFP 5.3%, SV40 large T antigen 5.2%, RSV CPE inhibition 1.8%, PMI inhibition 4.3%, TNAP activators 1.1 and human PMI inhibition 0.5%.
COc1ccc(C(=O)N2CCN(C(=O)CC(C)C)CC2)cc1OC was read as CSM14.1 death rescue 3.0%, Salmonella PhoP GFP -3.1%, SV40 large T antigen 12.4%, RSV CPE inhibition 1.7%, PMI inhibition -3.7%, West Nile antiviral -0.1%, Ins promoter up 0.02, TNAP activators 1.1, human PMI inhibition -5.1% and Ins promoter up cell count 1258.
Screening COCCN1CCN(C(=O)c2cc(COc3ccc(F)cc3Cl)on2)CC1 returned Salmonella PhoP GFP -4.2%, SV40 large T antigen 22.9%, RSV CPE inhibition 1.4% and West Nile antiviral -0.3%.
Screening Cc1ccc(CSc2nnc(SCC(=O)N/N=C/c3c(C)nn(-c4ccccc4)c3C)s2)cc1 returned CSM14.1 death rescue -1.4%, Salmonella PhoP GFP -5.4%, SV40 large T antigen 25.7%, RSV CPE inhibition 8.6%, PMI inhibition 13.8%, West Nile antiviral 0.8%, Ins promoter up -0.65, TNAP activators 1, human PMI inhibition 15.4% and Ins promoter up cell count 1100.
CN1C(=O)c2oc3ccccc3c(=O)c2C1c1ccccn1 (stereo not given) was read as Salmonella PhoP GFP -1.2%, SV40 large T antigen 11.7%, RSV CPE inhibition 1.0%, PMI inhibition -4.9%, West Nile antiviral 0.3%, Ins promoter up -0.45, TNAP activators 1.1, human PMI inhibition 4.0% and Ins promoter up cell count 1213.
Screening Cn1c(CNC(=O)CNC(=O)c2ccc(C(C)(C)C)cc2)cc(=O)n(C)c1=O returned Salmonella PhoP GFP 1.4%, SV40 large T antigen 11.4%, RSV CPE inhibition 0.1% and West Nile antiviral -0.3%.
For Fc1ccc(Br)cc1C1C=C(c2cccnc2)Nc2ncnn21 (stereo not given) the results were CSM14.1 death rescue 0.3%, Salmonella PhoP GFP -5.8%, SV40 large T antigen 3.1%, RSV CPE inhibition -0.6%, PMI inhibition -1.2%, West Nile antiviral 0.4%, Ins promoter up 0.43, TNAP activators 1.1, human PMI inhibition -4.6% and Ins promoter up cell count 909.
Screening COC(=O)c1cn(CC(=O)Nc2ccccc2C)c2ccccc12 returned Salmonella PhoP GFP 1.5%, SV40 large T antigen 7.3%, RSV CPE inhibition 0.4% and West Nile antiviral -0.9%.
Screening Cc1nnc(SCc2nnc(-c3ccccc3)o2)n(N)c1=O returned CSM14.1 death rescue 3.4%, Salmonella PhoP GFP 10.8%, SV40 large T antigen 1.7%, RSV CPE inhibition 1.5%, PMI inhibition 11.2%, West Nile antiviral -0.3%, Ins promoter up 0.18, TNAP activators 1.1, human PMI inhibition 14.0% and Ins promoter up cell count 917.
For CCCN=Cc1c(CCC)[nH]n(-c2nc3ccccc3s2)c1=O the results were CSM14.1 death rescue -0.6%, Salmonella PhoP GFP 0.2%, SV40 large T antigen 7.7%, RSV CPE inhibition 2.9%, PMI inhibition 4.7%, West Nile antiviral -0.5%, TNAP activators 1 and human PMI inhibition 3.1%.
COc1ccc([N+](=O)[O-])cc1NC(=O)COC(=O)c1ccccc1C(=O)c1ccccc1 was read as CSM14.1 death rescue -0.7%, Salmonella PhoP GFP -14.1%, SV40 large T antigen -2.9%, RSV CPE inhibition 2.4%, PMI inhibition 6.4%, West Nile antiviral -0.9%, Ins promoter up -0.33, TNAP activators 1, human PMI inhibition 11.3% and Ins promoter up cell count 1335.
Screening CNc1nc(N)c(C(=O)C(C)(C)C)s1 returned CSM14.1 death rescue -2.3%, Salmonella PhoP GFP 11.2%, SV40 large T antigen 3.9%, RSV CPE inhibition 0.1%, PMI inhibition 0.6%, West Nile antiviral 0.5%, Ins promoter up -0.28, TNAP activators 1, human PMI inhibition 1.6% and Ins promoter up cell count 1784.
N#Cc1sc2nc(N3CCCCC3)c3c(c2c1N)CCCC3 was read as CSM14.1 death rescue -2.2%, Salmonella PhoP GFP 5.7%, SV40 large T antigen 18.3%, RSV CPE inhibition 3.3%, PMI inhibition 5.5%, West Nile antiviral 0.1%, TNAP activators 1.1 and human PMI inhibition 7.0%.
CCOC(=O)c1c(C)oc(C)c(C(=O)OCC)c1=O was read as Salmonella PhoP GFP -2.8%, SV40 large T antigen -0.4%, RSV CPE inhibition 0.2%, West Nile antiviral 1.2%, Ins promoter up -0.42 and Ins promoter up cell count 1047.
Cn1c(NCCN2CCCCC2)cc(=O)n(C)c1=O was read as CSM14.1 death rescue 1.8%, Salmonella PhoP GFP -9.5%, SV40 large T antigen 1.4%, RSV CPE inhibition 0.9%, PMI inhibition 5.3%, West Nile antiviral 0.0%, Ins promoter up 0.04, TNAP activators 1.1, human PMI inhibition 14.4% and Ins promoter up cell count 1187.
For CC(=O)Oc1ccc(N(C(C)=O)S(=O)(=O)c2ccc(C)c([N+](=O)[O-])c2)cc1 the results were CSM14.1 death rescue 1.3%, Salmonella PhoP GFP -13.5%, SV40 large T antigen 5.3%, RSV CPE inhibition 0.9%, PMI inhibition 24.0%, West Nile antiviral -0.4%, Ins promoter up 0.74, TNAP activators 1.2, human PMI inhibition 7.9% and Ins promoter up cell count 1167.
CCOn1c(=O)c(-c2cccc(Br)c2)[n+]([O-])c2ccccc21 was read as Salmonella PhoP GFP -5.4%, SV40 large T antigen 2.5%, RSV CPE inhibition 0.0% and West Nile antiviral -0.6%.
For Cc1ccc(S(=O)(=O)/N=C2/NC(=O)/C(=C/c3cc([N+](=O)[O-])ccc3O)S2)cc1 the results were Salmonella PhoP GFP 2.9%, SV40 large T antigen 9.4%, RSV CPE inhibition 0.4% and West Nile antiviral 0.7%.
Cc1ccc(N(CC(O)CN2CCCCC2)S(=O)(=O)c2ccc(C)cc2)cc1 (stereo not given) was read as Salmonella PhoP GFP -0.1%, SV40 large T antigen 8.1%, RSV CPE inhibition -0.7% and West Nile antiviral -0.5%.
CC1=NN(C(=O)c2ccco2)C(O)(c2ccccc2)C1 (stereo not given) was read as Salmonella PhoP GFP 5.0%, SV40 large T antigen 10.8%, RSV CPE inhibition 3.6%, West Nile antiviral 0.4%, Ins promoter up -0.58 and Ins promoter up cell count 1443.
`CC(C)n1c(C(O)c2ccccc2)nc2ccccc21` (stereo not given) gave CSM14.1 death rescue 2.3%, Salmonella PhoP GFP 1.1%, SV40 large T antigen -0.6%, RSV CPE inhibition 0.5%, PMI inhibition -1.3%, West Nile antiviral -0.8%, Ins promoter up 0.21, TNAP activators 0.9, human PMI inhibition -4.0% and Ins promoter up cell count 1138.
For CC(=O)NS(=O)(=O)c1ccc(NC(=O)/C=C/c2cn(-c3ccccc3)nc2-c2ccccc2)cc1 the results were CSM14.1 death rescue 2.3%, Salmonella PhoP GFP -7.7%, SV40 large T antigen 13.2%, RSV CPE inhibition 3.1%, PMI inhibition -3.3%, West Nile antiviral 0.6%, Ins promoter up 0.11, TNAP activators 1.1, human PMI inhibition -1.2% and Ins promoter up cell count 1543.
`O=C(Cn1c(=O)[nH]c2ccsc2c1=O)NC1CCCCCC1` gave CSM14.1 death rescue 2.5%, Salmonella PhoP GFP 1.6%, SV40 large T antigen -4.5%, RSV CPE inhibition 2.1%, PMI inhibition -4.9%, West Nile antiviral 0.1%, Ins promoter up -0.01, TNAP activators 1.1, human PMI inhibition -0.7% and Ins promoter up cell count 1155.
CCNC(=S)NNC(=O)c1ccccn1 was read as CSM14.1 death rescue -3.1%, Salmonella PhoP GFP 62.6µM*, SV40 large T antigen 29.2%, RSV CPE inhibition 4.5%, PMI inhibition -12.8%, West Nile antiviral -0.2%, Ins promoter up 0.48, TNAP activators 2.6, human PMI inhibition 9.0% and Ins promoter up cell count 1328.
For CC(c1ccccn1)N(C)C(=O)c1ccc2nc(Cc3cccc(Cl)c3)oc2c1 (stereo not given) the results were Salmonella PhoP GFP -1.1%, SV40 large T antigen 4.2%, RSV CPE inhibition 4.2% and West Nile antiviral -1.1%.
`CS(=O)(=O)N(CC(=O)N1CCCC1)c1ccc(Cl)cc1Cl` gave Salmonella PhoP GFP -2.4%, SV40 large T antigen 9.2%, RSV CPE inhibition 2.0% and West Nile antiviral -0.5%.
Screening CCOC(=O)c1c(-c2ccc(C)cc2)cn2ccccc12 returned CSM14.1 death rescue 3.5%, Salmonella PhoP GFP 2.6%, SV40 large T antigen 6.9%, RSV CPE inhibition 9.4%, PMI inhibition -6.1%, West Nile antiviral -0.1%, Ins promoter up 0.8, TNAP activators 1.1, human PMI inhibition -10.2% and Ins promoter up cell count 1460.

Molecules from the list above with bromine:
For Fc1ccc(Br)cc1C1C=C(c2cccnc2)Nc2ncnn21 (stereo not given) the results were CSM14.1 death rescue 0.3%, Salmonella PhoP GFP -5.8%, SV40 large T antigen 3.1%, RSV CPE inhibition -0.6%, PMI inhibition -1.2%, West Nile antiviral 0.4%, Ins promoter up 0.43, TNAP activators 1.1, human PMI inhibition -4.6% and Ins promoter up cell count 909.
CCOn1c(=O)c(-c2cccc(Br)c2)[n+]([O-])c2ccccc21 was read as Salmonella PhoP GFP -5.4%, SV40 large T antigen 2.5%, RSV CPE inhibition 0.0% and West Nile antiviral -0.6%.

Source: PubChem BioAssay
